Eya2 phos inh = Eya2 (human) phosphatase inhibition. O00167. 330,000 tested, 0.006% active. Potency, µM (highest dose often 76.9 µM), without a hit: top-dose activity, negative = inhibition, actives largely listed as inhibitors. recombinant Eya2, OMFP fluorescence dephosphorylation (OMFP is methylfluorescein phosphate); also: potency is read from the fitted curve at half-maximal effect; % is scaled to controls: 0 for no effect and ±100 for the full control effect
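Eya2 (0.2 uM) preincubated 10 min at ambient with compound, then OMFP substrate added at 50 uM; 10 min reaction in 50 mM HEPES pH 7.5, 50 mM NaCl, 5 uM MgCl2, 0.05% BSA, 1 mM DTT. Fluorescence read at Ex 485/Em 525 nm.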
TCR activator = T cell receptor activation. primary human leukocytes, anti-CD3, IL-2 HTRF, 48 h. Potency, µM (titrated, usually from 9.22 µM), without a hit: top-dose activation of IL-2 secretion, hits mostly activators. 330,000 tested, under 10 active; also: % of control where 0% means no effect
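IL-2 release read by HTRF sandwich (Eu cryptate donor, d2 acceptor, 665 nm emission) after 48 hr exposure of primary human leukocytes to compound together with anti-CD3 beads in the absence of co-stimulatory signals.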
Mito fusion yeast = mitochondrial division inhibition or fusion activation. 320,000 tested, 0.23% active. S. cerevisiae fusion-defective mutant growth rescue, CellTiterGlo 48 h. Potency, µM (titrated, usually from 46.1 µM), for inactives: at the highest dose growth rescue (activation), usual class: activators. AID 485298;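 also: potency is read from the fitted curve at half-maximal effect; % of control where 0% means no effect; nearly all actives have a fitted effect of over 45% in size; temperature-sensitive fusion mutants such as fzo1-1 at 37 °C on non-fermentable ethanol glycerol medium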
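Luminescent cell viability in 1536-well qHTS format served as the measure of rescued growth in ts fusion-mutant S. cerevisiae cultured on non-fermentable YPEG for 48 hours at 37C.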
ELG1 repair inh = ELG1-dependent DNA repair inhibition; 330,000 tested, 2.3% active; HEK293T ELG1-luciferase reporter, luminescence, 16 h; DNA damage induced by 5-fluorouridine; Potency, µM (highest dose often 46.1 µM), inactives show at the top dose activity change, negative = inhibition, actives largely listed as inhibitors; AID 504467; also: potency is read from the fitted curve at half-maximal effect; % is scaled to controls: 0 for no effect and ±100 for the full control effect; nearly all actives have a fitted effect of over 55% in size
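HEK293T cells expressing luciferase-tagged ELG1 (2,000/well) received 5-Fluorouridine plus compound or DMSO for 16 hr at 37 °C. Luciferase was read by ONE-Glo luminescence after 30 min at room temperature.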
USP2a block = blocks human ubiquitin-specific protease USP2a; O75604; USP2 core, Ub-CHOP2 coupled fluorogenic reporter, 485/531; Potency, µM (top dose mostly 38.3 µM), for the others: at the highest dose activity change, negative = inhibition, hits mostly inhibitors; 330,000 tested, 0.01% active;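 also: potency is read from the fitted curve at half-maximal effect; plate controls were DMSO wells for no effect and full inhibition by NEM control for full effect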
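USP2 core (10nM final) preincubated 30min RT with compound in 20mM Tris-HCl pH 8.0, 2mM CaCl2, 2mM beta-mercaptoethanol, 0.05% CHAPS; 25nM Ub-CHOP2 plus 25nM reporter substrate added, fluorescence (Ex485/Em531) read after 60min.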
TSHR antagonist = human thyrotropin receptor antagonism; P16473; TSHR-expressing cells, TSH-stimulated cAMP HTRF, 2 h; hits give low values; activity change, negative = inhibition, % at 11.5 µM; 330,000 tested, 0.2% active;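 active = activity change below a set negative limit, meaning inhibition stronger than a set level, cut at about -70% in these data; inconclusive = activity change between two set negative limits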; also: % is scaled to controls: 0 for no effect and ±100 for the full control effect
Target sequence (P16473 whole entry, looked up): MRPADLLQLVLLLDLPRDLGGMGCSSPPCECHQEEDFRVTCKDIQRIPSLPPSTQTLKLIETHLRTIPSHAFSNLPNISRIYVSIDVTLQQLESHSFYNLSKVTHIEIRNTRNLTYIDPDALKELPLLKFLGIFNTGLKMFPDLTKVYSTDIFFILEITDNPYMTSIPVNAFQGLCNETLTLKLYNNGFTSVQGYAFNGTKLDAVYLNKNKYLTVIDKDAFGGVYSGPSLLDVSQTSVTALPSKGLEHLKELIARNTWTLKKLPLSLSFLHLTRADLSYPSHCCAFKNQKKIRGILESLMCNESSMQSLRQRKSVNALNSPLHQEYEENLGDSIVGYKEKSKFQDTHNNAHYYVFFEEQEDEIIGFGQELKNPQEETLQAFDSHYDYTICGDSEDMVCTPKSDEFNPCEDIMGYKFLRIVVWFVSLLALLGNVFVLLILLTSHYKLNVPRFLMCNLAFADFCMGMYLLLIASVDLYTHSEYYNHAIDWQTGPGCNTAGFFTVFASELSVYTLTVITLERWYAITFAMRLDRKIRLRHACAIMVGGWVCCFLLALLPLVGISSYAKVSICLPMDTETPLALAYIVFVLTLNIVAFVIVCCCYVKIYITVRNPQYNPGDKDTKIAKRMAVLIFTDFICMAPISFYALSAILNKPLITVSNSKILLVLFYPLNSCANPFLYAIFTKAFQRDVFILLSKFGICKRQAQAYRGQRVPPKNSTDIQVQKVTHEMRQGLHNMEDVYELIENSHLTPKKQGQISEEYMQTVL
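Freshly harvested TSHR cells receive pin-tooled compound, then EC80 TSH at 4nM final. After 2 hours at 37 deg C, antibody in lysis buffer and cAMP-d2 are added; 30 minutes at ambient temperature precede the HTRF read.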
TSG101-PTAP inh = blocks PTAP/TSG101 interaction to inhibit HIV-1 budding; Q99816; Fluorescence polarization, FITC-PTAP peptide / Tsg101 binding; Potency, µM (doses to about 115 µM), inactives show top-dose activity change, negative = inhibition, most hits filed as inhibitors; 340,000 tested, under 10 active; active = well fitted inhibition curve with a large enough effect in the main read-out, with a control signal flat, not every such curve was filed as active; inconclusive = small, poorly fitted or top-dose-only effect, or effect the other way, or a change in a side signal; inactive = no such curve, though single readings can be large or run the other way; also: potency is read from the fitted curve at half-maximal effect; % of control where 0% means no effect
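Steps: Tsg101 binding domain dispensed (10 uM final), compounds pinned in DMSO, FITC-labeled PTAP-motif peptide added (50 nM final); after 20 min binding at room temperature, polarization measured.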
uPA surface inh = cell surface uPA generation inhibition | cell surface uPA generation assay, qHTS | Potency, µM (highest dose often 38.3 µM), inactives show at the highest dose activity change, negative = inhibition, hits mostly inhibitors | 330,000 tested, 0.31% active | AID 540303; active = well fitted inhibition curve with a large enough effect; inconclusive = small, poorly fitted or top-dose-only effect; inactive = no such curve, though single readings can be large or run the other way; tested in mouse RAW 264.7 cells; also: potency is read from the fitted curve at half-maximal effect; % is scaled to controls: 0 for no effect and ±100 for the full control effect; nearly all actives have a fitted effect of over 55% in size
Tb PFK block = blocks T. brucei phosphofructokinase. O15648. T. brucei PFK, ADP-Glo luminescence. Potency, µM (top dose mostly 57.5 µM), inactives show at the top dose activity, negative = inhibition, hits mostly inhibitors. 330,000 tested, 0.17% active. AID 485367;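 also: potency is read from the fitted curve at half-maximal effect; 0% = uninhibited 1x PFK enzyme wells and -100% = no-enzyme wells; nearly all actives have a fitted effect of over 60% in size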
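Luminescent ADP detection (ADP-Glo, two-step: ATP depletion then ADP-to-ATP conversion for luciferase) reported PFK activity after 45 min room-temperature reaction of 1.25 nM enzyme with 0.5 mM F6P and 0.1 mM ATP at pH 8.0.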
BCR signal inh = chronic active BCR signaling inhibition; ABC-DLBCL IkBa-CBG/CBR reporter, luminescence ratio, 4 h; Potency, µM (doses to about 46.1 µM), for the others: at the highest dose ratio change, negative = lower green/red ratio, usual class: inhibitors; 340,000 tested, 0.05% active; AID 493014; active = well fitted inhibition curve with a large enough effect in the signal ratio, with a control signal flat, not every such curve was filed as active; inconclusive = small, poorly fitted or top-dose-only effect, or effect the other way, or a change in a side signal; the % refers to the signal ratio;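 also: potency is read from the fitted curve at half-maximal effect; plate controls were basal doxycycline-induced cells for no effect and cells given 10 µM MG132 for full effect; MG132 reads +100%, hits lower the ratio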
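Concentration-response series (up to 46 uM) were applied to TMD8 dual-reporter cells for 4 h at 37C with doxycycline. Green/red ratio, after filter-overlap correction, defined %Activity; red signal alone was normalised to basal cells and zero luminescence.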
B2AR arrestin = recruits beta-arrestin to the human beta2-adrenergic receptor. Potency, µM (highest dose often 46.1 µM), without a hit: top-dose activation, most hits filed as activators. P07550. 330,000 tested, 0.02% active. AID 492947. beta-arrestin recruitment to beta2AR, cell-based reporter;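 also: potency is read from the fitted curve at half-maximal effect; 0% = DMSO controls and full agonism = EC100 isoproterenol or metaproterenol; nearly all actives have a fitted effect of over 65% in size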
* = called active by the depositor; ? = inconclusive; · = not tested or not shown; [ ] = another dose, or the depositor's remark. Unless noted, calls follow the shape of the dose curve; as a rule, active = well fitted curve in the direction sought with a large enough effect; inconclusive = small, poorly fitted or top-dose-only effect, or another doubt; inactive = no such curve, though single readings can be large; an effect the other way counts as inactive or inconclusive.

SMILES	Eya2 phos inh	TCR activator	Mito fusion yeast	ELG1 repair inh	USP2a block	TSHR antagonist	TSG101-PTAP inh	uPA surface inh	Tb PFK block	BCR signal inh	B2AR arrestin
O=C1C=C(c2ccc(-c3ccccc3)cc2)C[C@@H](c2ccc3c(c2)OCO3)C1	-1%	-2%	-8%	15%	1%	-11	·	8%	6%	-2%	-1.1%
CCOc1ccc(S(=O)(=O)N/N=C(\C)c2ccc3c(c2)OCO3)cc1	-2%	3%	-2%	-5%	0%	2	-5%	3%	-5%	2%	-0.8%
CSc1ccccc1NS(=O)(=O)c1ccc2c(c1)OCCO2	10%	·	3%	-1%	2%	-5	·	1%	10%	0%	-1.7%
Cc1c(CC(C)C)nc(N)c(C#N)c1-c1ccccc1	-19%	4%	2%	?	2%	-25	1%	-14%	1%	?	0.3%
COCCn1c(C)cc(C(=O)COC(=O)c2ccc(Br)o2)c1C	-26%	-1%	-3%	?	2%	-3	2%	·	-11%	9%	0.3%
CCCc1cc(C(=O)Nc2sc(C)c(C)c2C(=O)OCC)no1	11%	5%	-3%	3%	1%	3	-6%	27%	-10%	3%	-0.1%
CCOC(=O)c1ccccc1NC(=O)CN1C(=O)c2ccccc2S1(=O)=O	9%	7%	-4%	11%	1%	-2	1%	0%	3%	-10%	0.1%
CSc1ccc(/C=C2/C(=N)N3N=C(CC(=O)N4CCCC4)SC3=NC2=O)cc1	-12%	2%	0%	12%	2%	1	-5%	3%	-1%	1%	0.2%
O=C1CC[C@H](N2C(=O)c3ccccc3C2=O)C(=O)N1	8%	-6%	2%	17%	-1%	-6	0%	11%	-2%	?	0.2%
COc1ccc2c3c(cccc13)N(C)N=C2C	5%	3%	0%	-1%	0%	-3	-20%	-3%	-1%	?	-0.5%
Cc1ccc(OCCSc2cc(C)nc(N)n2)cc1	-11%	0%	6%	?	-1%	-16	-4%	-1%	1%	6%	0.2%
COc1cc(/C=C/C(=O)O)cc(S(=O)(=O)N2CCCc3ccccc32)c1OC	8%	12%	0%	0%	3%	3	0%	1%	1%	5%	0.0%
CCCCCC(=O)Nc1nnn(CCC)n1	-32%	-2%	0%	-1%	-6%	0	-3%	·	1%	-4%	-0.1%
Cc1ccc2[nH]c3c(c2c1)CN(C)CC3	2%	2%[46.1 µM]	2%	-11%	4%	1	-2%	3%	-5%	11%	-0.1%
O=C(COC(=O)CNC(=O)c1ccccc1)Nc1ccc(Cl)cn1	-16%	0%	·	-13%	3%	7	0%	3%	5%	?	-0.3%
O=c1[nH]nc(Cc2ccc(Cl)cc2)c2ccccc12	-4%	4%[46.1 µM]	-5%	11%	1%	-2	-9%	-2%	-8%	?	-0.6%
CC(=O)c1cc(CN2CCC(C(=O)Nc3cccc(-c4cscn4)c3)CC2)cs1	7%	1%	0%	1%	0%	-4	-1%	-9%	-17%	?	-0.4%
CSCCC(NS(=O)(=O)c1ccc2c(c1)oc(=O)n2C)C(=O)NC1CCCc2ccccc21 (stereo unspecified)	-16%	0%	1%	5%	-1%	7	1%	1%	-1%	4%	-0.6%
CCOC(=O)C1CCN(S(=O)(=O)c2ccc3c(c2)N(C(C)=O)CCO3)CC1	0%	4%	1%	-2%	1%	1	0%	2%	0%	1%	-0.1%
Cc1ccc(F)c(Oc2cc(NN3CCCCC3)c([N+](=O)[O-])cc2[N+](=O)[O-])c1	-3%	1%	6%	-5%	4%	-21	-1%	-5%	-1%	-1%	-0.8%
COc1cccc(C(=O)NC2CC3CCC(C2)N3Cc2ccccc2)c1 (stereo unspecified)	-15%	2%	0%	-6%	-1%	20	2%	3%	1%	0%	-0.2%
CC(C)NC(=O)COC(=O)c1cc(Br)ccc1Cl	6%	-6%[46.1 µM]	2%	2%	3%	5	-1%	0%	3%	-1%	0.1%
COc1ccc(S(=O)(=O)Nc2cccc3c2O[C@H](CN(C)CC2CC2)[C@@H](C)CN([C@H](C)CO)C3=O)cc1	-4%	-1%	·	0%	0%	5	-3%	9%	1%	-2%	0.0%
O=C(NC1CCCCC1)c1cc2nc3c(c(C(F)(F)F)n2n1)CCCC3	·	-13%	19%	?	-2%	5	-1%	-1%	-3%	?	-0.4%
N#Cc1nc(COc2ccc(Cl)cc2)oc1N1CCCC1	34%[15.4 µM]	0%	13%	0%	-4%	-15	-2%	4%	-1%	?	0.0%
CCN(CC)c1ccc(-c2c(C#N)c(N)nc(OC)c2C#N)cc1	-21%	·	2%	?	1%	0	2%	30%[activator]	-1%	0%	-0.5%
CCc1ccc(S(=O)(=O)Nc2ccc(O)c3ccccc23)cc1	-1%	1%	-28%	?	1%	15	-5%	2%	2%	2%	-0.7%
Cc1ccc(OCC(=O)Nc2cc(S(=O)(=O)N3CCCCC3)ccc2C)c([N+](=O)[O-])n1	4%	-4%[46.1 µM]	6%	-7%	-2%	-8	0%	0%	0%	0%	-0.6%
O=C(Nc1ccccn1)C1CCN(S(=O)(=O)c2ccccc2)CC1	15%	1%	-4%	?	1%	-11	-1%	-8%	-1%	?	0.4%
COc1ccc(-n2ncc3c(NCCCn4ccnc4)ncnc32)cc1	-8%	7%	0%	0%	5%	5	-1%	1%	-2%	?	3.2%
Cc1cc(NC(=O)C2C3C=CC(C3)C2C(=O)O)no1 (stereo unspecified)	-12%	5%	-2%	-5%	-1%	1	0%	·	-4%	0%	-0.3%
O=C(Nc1ccccc1Cl)c1ccccc1	-4%	7%	3%	?	3%	-11	-1%	7%	0%	-2%	-0.2%
CCOc1ccc(OCCC(=O)N(CCCOC)c2c(N)n(Cc3ccccc3)c(=O)[nH]c2=O)cc1	-19%	1%	2%	·	-1%	-1	-5%	6%	-7%	-5%	-0.2%
CCOC(=O)c1ccc(CSC(=N)N)o1	?	0%	0%	0%	-1%	4	-7%	-15%	-6%	?	-0.4%
CC(C)C[C@H](NC(=O)c1nc[nH]c1C(=O)NC(c1ccccc1)c1ccccc1)C(=O)OC(C)(C)C	-12%	1%	7%	?	-6%	-4	?	?	3%	17%	-0.2%
CSCCC(NS(=O)(=O)c1ccccc1F)C(=O)N1CC=C(c2ccccc2)CC1 (stereo unspecified)	-9%	-2%	1%	?	-9%	-17	-2%	-2%	1%	0%	-0.2%
CCc1noc(C)c1C(=O)N1CCN(S(=O)(=O)c2ccc(C(C)C)cc2)CC1	-16%	0%	-2%	-12%	0%	-4	-4%	-3%	-2%	1%	0.0%
CCOc1ccc(CCNC(=O)C2=C(C)C(=O)OC23CCCCC3)cc1OCC	-2%	-1%	?	16%	-13%	15	3%	5%	-9%	7%	-0.3%
CCOc1cc(NC(=O)C2CC2)c(OCC)cc1NC(=O)c1ccccc1OCC	-16%	0%	10%	?	-2%	2	-3%	-2%	3%	-6%	3.4%
Cc1cccc(NC(=O)CS(=O)CC(=O)Nc2cnc3ccccc3c2)c1C (stereo unspecified)	-2%	1%	-9%	-25%	1%	1	-1%	3%	-1%	?	-0.2%
O=C(N=Nc1ccc(NOC(=O)c2ccccc2Br)cc1)c1ccccc1O	23%	·	-5%	?	0%	-10	·	·	2%	·	-0.1%
C=CCn1c(SCc2cc(=O)n3ccsc3n2)nc2ccccc2c1=O	-5%	-4%	9%	-4%	0%	6	-12%	4%	-1%	1%	0.0%
CCOc1cc(N2CCOCC2)c(OCC)cc1NC(=O)c1ccc(OC(C)C)cc1	9%	3%	1%	?	0%	-2	-5%	4%	-6%	0%	-0.1%
Cc1ccc(CC(=O)Nc2cccc(C#N)c2)cc1	3%	-2%	-1%	-9%	1%	6	1%	-1%	-12%	?	-0.1%
CN(C(=O)CSc1cc(C(=O)c2nccn2C)c2ccccc2n1)c1ccccc1	-6%	-5%	7%	-28%	1%	-2	-10%	0%	0%	-11%	4.0%
O=S(=O)(c1ccccc1)N1CCN(C(c2ccccc2)c2ccc(OC(F)(F)F)cc2)CC1 (stereo unspecified)	4%	-1%	10%	-3%	2%	-5	-2%	-6%	-2%	1%	0.2%
COc1ccc2nc(Nc3nc(CSc4nc5ccccc5[nH]4)cc(=O)[nH]3)nc(C)c2c1	-14%	-3%[46.1 µM]	-4%	5.8µM*	3%	-16	1%	-7%	-1%	-11%	-0.6%
